# Casp6 inh: inhibitors of human caspase-6 | purified caspase-6, Z-VEID-R110 cleavage fluorescence | inhibition, % at 12.5 µM | actives 0.53% (n = 350,000) | AID 686996;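 active = mean inhibition across replicates at least about 35%, with every replicate also reaching that limit, limit read from the data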;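 note: 0% = median of neutral control wells and 100% = no fluorescence left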
# esBAF inh: SWI/SNF esBAF complex inhibition; mouse ES cells, Bmi1-luciferase knock-in reporter, 24 h; 100% = twice the neutral-well signal; actives 2% (n = 350,000); AID 602393; reporter increase, % at 12.5 µM; in the data active = activation above about 40%;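 note: 0% = median of the plate's neutral control wells and 100% = double that signal; a rise in the Bmi1 reporter signal indicates esBAF inhibition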
# RAD54 branch: inhibitors of human RAD54 branch migration | Q92698 | RAD54 Holliday junction branch migration, FAM/BHQ fluorescence | inhibition, % at 10.4 µM | actives 0.14% (n = 360,000) | AID 602329;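 active = mean normalized replicate activity at least 40 and at least half of replicates scoring 40 or more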;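 note: 0% = median of neutral control wells and 100% = median of positive control wells; inhibitors cause a drop in the FAM fluorescence signal; in these data hits start at about 50%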
# PglD inh: blocks C. jejuni PglD acetyltransferase activity; AID 602405; actives 0.098% (n = 360,000); inhibition, % at 12.5 µM; purified PglD enzyme, DTNB colorimetric CoA detection; in the data active = inhibition above about 16%, passing the limit was not always enough; note: strong numbers were not always called active
# ERp5 inh: inhibitors of human ERp5 | Q15084 | ERp5 insulin aggregation, absorbance 650 nm, 90 min | inhibition, % at 9.99 µM | actives 0.05% (n = 350,000) | AID 651711;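 active = mean replicate inhibition above about 25%, with every replicate also reaching it, limit read from the data, passing the limit was not always enough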
# ARNT-TACC3 inh: disruptors of human ARNT/TACC3 interaction; AlphaScreen His-ARNT PAS-B/GST-TACC3 binding, luminescence; TACC3 fragment carries E629A point mutation; actives 0.66% (n = 390,000); Q9Y6A5; inhibition, % at 9.99 µM;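 active = mean inhibition of replicates at least 50% and at least half of replicates each reaching 50%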;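 note: 0% = complete ARNT plus TACC3 wells and 100% = ARNT alone without TACC3; many hits fall short of the cut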
# RAD52 inh: RAD52 (human) annealing inhibition; P43351; recombinant RAD52 DNA annealing, FRET fluorescence; inhibition, % at 18.7 µM; actives 0.46% (n = 360,000); AID 651710;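 active = every replicate showing at least 50% inhibition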
# Target sequence (P43351 whole entry, looked up): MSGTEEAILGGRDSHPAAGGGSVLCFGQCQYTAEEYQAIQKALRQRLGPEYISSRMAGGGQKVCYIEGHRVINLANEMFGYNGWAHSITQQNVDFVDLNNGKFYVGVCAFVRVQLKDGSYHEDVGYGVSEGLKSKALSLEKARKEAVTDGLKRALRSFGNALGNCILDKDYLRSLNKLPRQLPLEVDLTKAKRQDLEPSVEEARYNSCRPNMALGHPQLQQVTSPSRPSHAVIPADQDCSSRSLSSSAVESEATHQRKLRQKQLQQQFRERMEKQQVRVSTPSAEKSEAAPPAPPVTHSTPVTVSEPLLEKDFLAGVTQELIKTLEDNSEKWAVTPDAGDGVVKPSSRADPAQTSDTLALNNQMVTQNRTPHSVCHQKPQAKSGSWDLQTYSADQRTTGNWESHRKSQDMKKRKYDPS
# E-sel inducer: E-selectin induction on HUVECs; AID 686992; actives 0.37% (n = 260,000); P16581; activation, % at 7.58 µM; HUVEC E-selectin immunofluorescence imaging; normalized: neutral wells 0, TNF-alpha wells 100;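 active = mean E-selectin-positive cell signal at least 10% of the positive control, reached in at least 60% of replicates, without over 20% cell loss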;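 note: in these data hits start at about 27%; measured in HUVEC primary endothelial cells; signal is the percent of cells scored E-selectin positive by PE staining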
# Target sequence (P16581 whole entry, looked up): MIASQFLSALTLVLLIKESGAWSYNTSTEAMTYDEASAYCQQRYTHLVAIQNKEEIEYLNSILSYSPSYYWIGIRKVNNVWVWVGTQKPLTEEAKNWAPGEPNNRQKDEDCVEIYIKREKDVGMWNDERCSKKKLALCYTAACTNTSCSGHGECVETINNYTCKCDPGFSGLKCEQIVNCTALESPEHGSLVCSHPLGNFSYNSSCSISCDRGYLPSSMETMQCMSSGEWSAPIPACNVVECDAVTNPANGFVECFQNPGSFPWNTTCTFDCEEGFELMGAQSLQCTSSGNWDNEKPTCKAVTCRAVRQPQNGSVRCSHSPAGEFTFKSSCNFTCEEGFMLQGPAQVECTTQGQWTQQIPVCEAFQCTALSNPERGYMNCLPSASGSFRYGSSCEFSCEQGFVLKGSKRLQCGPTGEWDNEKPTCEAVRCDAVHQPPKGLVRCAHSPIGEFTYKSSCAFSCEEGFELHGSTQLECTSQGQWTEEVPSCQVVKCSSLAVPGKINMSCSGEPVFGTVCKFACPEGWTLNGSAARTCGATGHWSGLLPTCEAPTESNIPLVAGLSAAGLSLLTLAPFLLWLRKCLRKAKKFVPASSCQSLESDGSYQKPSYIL
#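 Material: HUVEC primary endothelial cells; Amount: 3,000 cells per well; Dosing: single concentration; Medium: EGM-2 growth medium on 0.1% gelatin-coated wells; Read-out basis: percent E-selectin-positive cells; Signal: immunofluorescence imaging; Control set: TNF-alpha, DMSO.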
# * hit, by the source's call; / = no result given.
no.	SMILES	Casp6 inh	esBAF inh	RAD54 branch	PglD inh
1	O=C1/C(=C\c2ccc(O)c(O)c2)N=C2CCCCCN12	4	1	-5	-10
2	CN1CCN(C(=O)C[C@@H]2CC[C@H]3[C@@H](COC[C@@H](O)CN3C(=O)Nc3cc(Cl)cc(Cl)c3)O2)CC1	-4	-3	6	-1
3	Cc1nnc(NC(=O)c2cccc(F)c2)s1	/	13	3	8
4	CCOC(=O)n1c(=O)n(C)c2ccc(Br)cc21	2	4	-1	4
5	CNC[C@@H]1Oc2ccc(NS(=O)(=O)c3ccc(C)cc3)cc2CC(=O)N([C@@H](C)CO)C[C@@H]1C	-2	1	10	1
6	COC(=O)C(Cc1cnc(Cl)s1)(C(=O)OC)c1ccccc1[N+](=O)[O-]	/	2	2	4
7	C=CCNc1ncnc2c1ncn2[C@H]1CN(C2CCCC2)C[C@@H](CO)O1	-5	-1	-3	3
8	C[C@@H]1CCCCO[C@@H](CN(C)C(=O)Nc2ccc3c(c2)OCO3)[C@H](C)CN([C@H](C)CO)C(=O)c2cc(NC(=O)Nc3ccccc3)ccc2O1	2	10	10	0
9	CCCN=C1N(C)C[C@@H]2[C@@H]3C(=O)N(C)C(=O)[C@@H]3[C@](Cc3ccccc3)(C(=O)OC)N12	8	-6	3	-3
10	COc1cccc(-c2cn(CC[C@@H]3CC[C@H](NC(C)=O)[C@H](CO)O3)nn2)c1	-2	-4	-6	-4
11	COc1ccc(S(=O)(=O)N[C@H]2C=C[C@H](CC(=O)NCc3ccccc3F)O[C@H]2CO)cc1	1	3	-6	3
12	COc1cc(C)c(CNc2cccc(C)c2)cc1C	-2	/	/	/
13	Cc1cc(C)n2nc(C(=O)Nc3nccs3)nc2n1	/	17	10	-5
14	OC(c1ccccc1)c1nc(-c2ccccc2)cs1 (centres undefined)	3	52*	12	-3
15	C[C@@H]1CN([C@@H](C)CO)C(=O)c2cc(Br)cnc2O[C@@H]1CN(C)Cc1cccc(F)c1	0	1	-7	0

no.	ERp5 inh	ARNT-TACC3 inh	RAD52 inh	E-sel inducer
1	0	7	-65	0.7
2	3	0	12	0.2
3	/	-3	/	/
4	3	6	-10	-0.4
5	-1	-4	-5	19
6	/	10	/	/
7	0	/	-12	0.1
8	-4	9	-27	/
9	2	-5	-4	2.8
10	-5	-2	4	0.5
11	-5	-14	6	-0.2
12	1	1	-4	/
13	/	17	/	/
14	3	/	-12	0.5
15	-1	-8	5	0.1

# Next section:
no.	SMILES	Casp6 inh	esBAF inh	RAD54 branch	PglD inh
16	CCOC(=O)C1(C)CCCN(C(=O)c2ccc3c(c2)OCO3)C1 (centres undefined)	1	5	5	4
17	Cc1ccc(CNc2ccc(CNc3ncn[nH]3)cc2)cc1	/	-5	9	-7
18	Cc1cc(-n2cnc(-c3cn(C)nc3C)n2)no1	-1	/	-3	19
19	Cc1cccc(C(=O)NCC(=O)N2CCN(S(=O)(=O)c3ccc4c(c3)OCCO4)CC2)c1	1	0	0	-3
20	c1cc(Nc2cccc3nccnc23)c2nccnc2c1	1	2	-6	0
21	CCOCCCNC(=S)NCCCNc1nc2c(C)c(C)ccc2cc1C#N	-5	-12	-2	-3
22	CCCCn1c(N)c(N(C)C(=O)CCCn2c(=O)oc3ccccc32)c(=O)[nH]c1=O	-2	-5	14	-2
23	C[C@@H]1CN([C@H](C)CO)C(=O)Cc2cc(NC(=O)Cc3cn(C)c4ccccc34)ccc2O[C@@H]1CN(C)S(=O)(=O)c1ccccc1	1	-1	-3	-1
24	O=C(CCc1ccc(S(=O)(=O)N2CCOCC2)cc1)N1CCCC1	/	0	-14	-2
25	CCc1ccc(N/C(=N/c2nc(C)cc(C)n2)NC(C)=O)cc1	0	-13	4	2
26	Cc1noc(C)c1NC(=O)N(C)C[C@@H]1OCCCC[C@@H](C)Oc2ccc(NS(C)(=O)=O)cc2C(=O)N([C@H](C)CO)C[C@H]1C	/	8	-1	1
27	O=C(COC(=O)c1ccc(F)cc1Cl)Nc1cccc(S(=O)(=O)N2CCOCC2)c1	2	0	3	-3
28	Cc1cc(N)ncc1[N+](=O)[O-]	-2	-3	-2	0
29	Cc1c(CC(=O)NCCCO)c(=O)oc2cc3c(cc12)CCC(C)(C)O3	-4	4	8	2
30	COc1ccc(C(=O)/C=C/c2cccc(OCc3ccccc3)c2)cc1CSCC(=O)O	44*	-6	19	-2

no.	ERp5 inh	ARNT-TACC3 inh	RAD52 inh	E-sel inducer
16	-2	/	-2	0.0
17	/	-4	/	/
18	5	-1	6	0.0
19	-2	-6	-13	-0.5
20	3	4	-441	4.7
21	-5	-18	31	-0.6
22	8	/	-56	/
23	4	-3	-7	0.1
24	/	4	/	/
25	-2	-6	-10	/
26	/	15	/	-0.1
27	-2	7	-21	/
28	-2	3	-13	-0.2
29	2	-11	-7	-0.1
30	1	0	-14	-0.6

# The list goes on:
no.	SMILES	Casp6 inh	esBAF inh	RAD54 branch	PglD inh
31	CCS(=O)(=O)NC[C@@H]1[C@@H](c2ccccc2)[C@@H](CO)N1CC1CCCC1	1	/	/	/
32	O=C(Nc1ncccn1)c1ccc(Cl)c([N+](=O)[O-])c1	-1	-2	6	-8
33	C[C@H]1CN([C@@H](C)CO)C(=O)c2cc(NC(=O)CCC(F)(F)F)ccc2O[C@H]1CN(C)S(=O)(=O)c1ccc(Cl)cc1	4	1	-3	1
34	Cc1ccc(S(=O)(=O)CCC(=O)Nc2ccc(Br)cc2)cc1	10	-18	-1	-5
35	CN(C)CCCNc1oc(-c2ccccc2Cl)nc1S(=O)(=O)c1ccccc1	-7	-10	-8	6
36	COc1ccc(C(=O)C2CCCN(C(=O)CCc3ccccn3)C2)c(C)c1 (centres undefined)	0	16	/	/
37	COc1ccccc1/C=C1\SC(=O)N(CC(=O)NCCCn2ccnc2)C1=O	/	-3	7	-2
38	O=C(NC(=S)Nc1cccnc1Cl)c1ccc(F)cc1	-1	38	-8	5
39	O=C(NNC1=C(C(=O)C(F)(F)F)CCC1)c1cccnc1	-1	/	/	/
40	CO[C@@H]1CN(C)C(=O)c2ccc(NC(=O)C3CC3)cc2OC[C@H](C)N(C(C)=O)C[C@H]1C	2	/	/	/
41	Cc1cc(N(C)C)c(C#N)c(=O)[nH]1	/	-9	-3	-8
42	O=C(C[C@H]1CC[C@@H]2[C@H](COC[C@@H](O)CN2C(=O)Nc2cccc(Cl)c2)O1)N1CCCCC1	2	7	5	-1
43	O=C(Cc1ccc([N+](=O)[O-])cc1)Nc1ccc2c(c1)OCO2	2	/	/	/
44	CC1(C)Cc2c(c(-c3ccccc3)[nH]c(=O)c2C#N)CS1	-3	-2	-5	-6
45	Cc1csc(NC(=O)c2ccco2)c1C(=O)c1ccccc1	0	/	/	/

no.	ERp5 inh	ARNT-TACC3 inh	RAD52 inh	E-sel inducer
31	0	/	-18	-0.1
32	-4	14	8	0.0
33	-1	-13	0	-0.1
34	1	-10	-11	0.2
35	2	1	-3	0.2
36	0	2	-3	1.1
37	3	31	-3	/
38	2	0	-10	0.5
39	4	5	-17	1.5
40	-1	/	1	0.1
41	/	-3	/	2.2
42	1	-2	-11	0.0
43	5	-10	-9	/
44	16	5	-3	/
45	-6	-3	-10	-0.1

# An excerpt from above in order of their number in ERp5 inh, falling.
No.	Compound	ERp5 inh
44	CC1(C)Cc2c(c(-c3ccccc3)[nH]c(=O)c2C#N)CS1	16
34	Cc1ccc(S(=O)(=O)CCC(=O)Nc2ccc(Br)cc2)cc1	1
40	CO[C@@H]1CN(C)C(=O)c2ccc(NC(=O)C3CC3)cc2OC[C@H](C)N(C(C)=O)C[C@H]1C	-1

# The results go on:
no.	SMILES	Casp6 inh	esBAF inh	RAD54 branch	PglD inh
46	NS(=O)(=O)c1ccc(CCNC(=O)c2cccc(S(=O)(=O)N3CCc4ccccc43)c2)cc1	0	22	0	6
47	CC(C)NC(=O)Nc1ccc2c(c1)C(=O)N(C)[C@H]1CC[C@H](CC(=O)NCc3ccc(F)cc3)O[C@@H]1CO2	/	3	-2	2
48	CCOC(=O)N1CCN(S(=O)(=O)c2ccc(C)c([N+](=O)[O-])c2)CC1	0	/	/	/
49	C[C@H](CO)N1C[C@H](C)[C@@H](CN(C)C(=O)CN(C)C)Oc2ncc(C#Cc3cccnc3)cc2C1=O	-2	1	-1	4
50	CCNc1nc(SCCOc2ccc(C)cc2)nc(N(C)C)n1	/	4	7	-1
51	CC1=Nc2cc(C(=O)N3CCCCC3)ccc2Sc2ccc(C)cc21	5	10	10	2
52	C/C=C(\CS(=O)(=O)c1ccccc1)S(=O)(=O)c1ccccc1	/	5	4	-3
53	CCc1nc2ccccc2c(C(=O)Oc2cccc3cccnc23)c1C	/	27	-3	4
54	CCC(CO)[n+]1c(C)cc(/C=C2\Sc3ccccc3N2Cc2ccccc2)cc1C (centres undefined)	-5	/	-212	3
55	O=C(C[C@H]1C[C@H]2c3cc(NS(=O)(=O)c4ccc(F)cc4)ccc3O[C@H]2[C@@H](CO)O1)N1CCCCC1	2	-5	2	-2
56	O=C(CSc1nnc(Nc2ccccc2)s1)Nc1cccnc1Cl	/	/	3	7
57	C[C@H](NC(N)=O)C(=O)Nc1ccc2c(c1)OCO2	0	/	9	22*
58	O=C(C1CCCN(S(=O)(=O)c2cccc3cccnc23)C1)N1CCN(c2ccc(F)cc2)CC1 (centres undefined)	1	-3	5	1
59	Cc1ccc(NC(=O)CSc2ccc(-c3cccnc3)nn2)cc1	-1	-4	3	1
60	CC(C)NC(=O)Nc1ccc2c(c1)CC(=O)N([C@@H](C)CO)C[C@H](C)[C@@H](CN(C)C)O2	-1	0	-7	3

no.	ERp5 inh	ARNT-TACC3 inh	RAD52 inh	E-sel inducer
46	-1	/	-14	-0.1
47	5	/	/	-0.2
48	-2	7	-20	/
49	-3	2	1	0.0
50	/	0	/	/
51	-1	10	-16	0.3
52	/	0	/	0.6
53	/	4	/	/
54	-2	-15	-116	/
55	4	-7	-3	0.1
56	/	10	/	1.0
57	-3	3	-9	5.2
58	5	9	-7	0.0
59	-6	-2	9	0.2
60	1	/	11	-0.1

# Next section.
no.	SMILES	Casp6 inh	esBAF inh	RAD54 branch	PglD inh
61	O=C(COc1ccc(-c2ccccc2)cc1)Nc1cccnc1	-1	-5	1	-3
62	C[C@@H]1CN([C@@H](C)CO)C(=O)Cc2cc(NC(=O)CCCN(C)C)ccc2O[C@@H]1CN(C)C	0	/	/	/
63	c1ccc(-c2nc3nonc3nc2-c2ccccc2)cc1	/	5	-5	-2
64	Cc1noc(C)c1S(=O)(=O)N(C)C[C@H]1Oc2ccc(NS(=O)(=O)c3ccccc3)cc2CC(=O)N([C@@H](C)CO)C[C@@H]1C	0	0	-5	0

no.	ERp5 inh	ARNT-TACC3 inh	RAD52 inh	E-sel inducer
61	10	/	2	/
62	2	/	-19	-7.4
63	/	27	/	-1.7
64	-9	-8	3	0.8

# Part of the list above, with each value named.
61. O=C(COc1ccc(-c2ccccc2)cc1)Nc1cccnc1
  Casp6 inh = -1	esBAF inh = -5	RAD54 branch = 1	PglD inh = -3	ERp5 inh = 10	ARNT-TACC3 inh = /	RAD52 inh = 2	E-sel inducer = /
62. C[C@@H]1CN([C@@H](C)CO)C(=O)Cc2cc(NC(=O)CCCN(C)C)ccc2O[C@@H]1CN(C)C
  Casp6 inh = 0	esBAF inh = /	RAD54 branch = /	PglD inh = /	ERp5 inh = 2	ARNT-TACC3 inh = /	RAD52 inh = -19	E-sel inducer = -7.4
64. Cc1noc(C)c1S(=O)(=O)N(C)C[C@H]1Oc2ccc(NS(=O)(=O)c3ccccc3)cc2CC(=O)N([C@@H](C)CO)C[C@@H]1C
  Casp6 inh = 0	esBAF inh = 0	RAD54 branch = -5	PglD inh = 0	ERp5 inh = -9	ARNT-TACC3 inh = -8	RAD52 inh = 3	E-sel inducer = 0.8
63. c1ccc(-c2nc3nonc3nc2-c2ccccc2)cc1
  Casp6 inh = /	esBAF inh = 5	RAD54 branch = -5	PglD inh = -2	ERp5 inh = /	ARNT-TACC3 inh = 27	RAD52 inh = /	E-sel inducer = -1.7

# Assay outcomes: PubChem BioAssay, Broad Institute
